Bioassay records: PubChem, NCI
Growth percent in the NCI-60 one-dose screen (48 h, 10 µM unless noted): 100 = growth as untreated, 0 = no growth, -100 = all killed.
OVCAR-5: OVCAR-5 ovarian cancer. AID 1794783. actives 2.9% (n = 82,000)
OVCAR-8: OVCAR-8 ovarian cancer; actives 4.4% (n = 81,000)
CAKI-1: CAKI-1 renal cancer | actives 4.7% (n = 75,000) | AID 1794772
TK-10: TK-10 renal cancer cells; actives 3.9% (n = 81,000); AID 1794769
ACHN: ACHN renal cancer; AID 1794771; actives 4.9% (n = 81,000)
RXF 393: RXF 393 renal cancer cells | AID 1794773 | actives 6.9% (n = 77,000)
OVCAR-3: OVCAR-3 ovarian cancer. actives 7% (n = 79,000). AID 1794787
A498: A498 renal cancer cells; AID 1794774; actives 5.4% (n = 76,000)
* = called active by the depositor; x = no result given; & = joins results of further samples. The calls were made as follows: active = growth percent below 10; inactive = the rest. These rows are one share of the data; count on the stated rates, not on these rows.

cpd | mol | OVCAR-5 | OVCAR-8 | CAKI-1 | TK-10
1 | C#Cc1cccc(Nc2nc3ccc([N+](=O)[O-])cc3nc2Nc2cccc(C#C)c2)c1 | -18* | -23* | -26* | -34*
2 | Cc1cccc2c1O/C(=C\c1ncc([N+](=O)[O-])n1C)C2=O | -16* | -21* | -30* | -34*
3 | C[C@H]1[C@@H]2[C@H]3CC[C@@H]4[C@@]5(C)Cc6c([nH]c7ccccc67)C(C)(C)[C@@H]5CC[C@@]4(C)[C@]3(C)CC[C@]23CO[C@]1(C)[C@@H](C(=O)/C=C/c1ccccn1)C3 | 108 | 63 | 63 | 123
4 | Nc1c2c(nc3ccc(Cl)cc13)CC(c1ccc(F)cc1)CC2=O (stereo not drawn) | 103 | 106 | 93 | 96
5 | CCOC(=O)C(N=Nc1ccc(S(=O)(=O)N=C(N)N)cc1)C(=O)OCC | 100 | 102 | 97 | 94
6 | CC1CC(OC(=O)c2ccccc2O)CC(C)(C)C1 (stereo not drawn) | 104&112 | 100&105 | 99&97 | 111&122
7 | CC(C)(C)OC(=O)CN1CCc2c(sc3ncnc(N4CCN(c5ccc(F)cc5)CC4)c23)C1 | 83 | 73 | 81 | 100
8 | CN(C)c1ccc(C(=O)Nc2ncc(C#N)s2)cc1 | 97 | 88 | 83 | 62
9 | O=c1oc2ccc(Br)cc2cc1C1=CNc2ccccc2N=C1 | 103 | 106 | 85 | 140
10 | Cc1ccc(S(=O)(=O)OCCCc2cn(-c3ccccc3F)nn2)cc1 | 102 | 98 | 92 | 99

cpd | ACHN | RXF 393 | OVCAR-3 | A498
1 | -1.3* | -56* | -67* | -20*
2 | 4.8* | -64* | -12* | -73*
3 | 92 | 89 | 96 | 101
4 | 102 | 109 | 111 | 106
5 | 102 | 103 | x | 87
6 | 103&112 | 116&128 | 113&117 | 94&97
7 | 86 | 92 | 91 | 69
8 | 63 | 93 | 120 | 126
9 | 100 | 115 | 107 | 143
10 | 101 | 103 | 109 | 85

The listing continues:
cpd | mol | OVCAR-5 | OVCAR-8 | CAKI-1 | TK-10
11 | Cc1noc(-c2[nH]c(C)c3c2CCCCC3=O)n1 | 74 | 76 | 33 | 46
12 | Cc1ccc(S(=O)(=O)Nc2cccc3ccccc23)cc1 | 90 | 98 | 75 | 107
13 | c1coc(-c2cnc3ccccc3n2)c1 | 114 | 109 | 96 | 119
14 | CCOC(=O)c1[nH]c(C)c(C(=O)OCc2ccccc2C#N)c1C | 105 | 71 | 82 | 91
15 | Fc1cc(-c2n[nH]c(=S)n2/N=C/c2ccc(Cl)cc2)c(Cl)cc1Cl | 92 | 99 | 61 | 104
16 | COc1ccc(NC(=O)CSc2nnc(-c3ccc4nc(-c5cc(OC)c(OC)c(OC)c5)[nH]c4c3)o2)cc1 | 108 | 96 | 105 | 142
17 | Clc1ccc2nc(C(Cl)(Cl)Cl)[nH]c2c1 | 94 | 105 | 99 | 124
18 | Cc1n[nH]c(C)c1Br | 98 | 99 | 105 | 96
19 | CN(C)CC1(C)COC(c2ccccc2)(c2ccccc2)OC1 | 97 | 106 | x | 92
20 | C1=CC2C3CCC(C3)C2C1 (stereo not drawn) | 92 | 106 | 96 | 92

cpd | ACHN | RXF 393 | OVCAR-3 | A498
11 | 75 | 96 | 87 | 77
12 | 103 | 79 | 98 | 71
13 | 104 | 119 | 120 | 108
14 | 87 | 58 | 63 | 79
15 | 98 | 100 | 114 | 98
16 | 94 | 86 | 114 | 117
17 | 97 | 121 | 109 | 95
18 | 99 | 105 | 114 | x
19 | 107 | 114 | 105 | 119
20 | 98 | 106 | 109 | 89

Other results follow:
cpd | mol | OVCAR-5 | OVCAR-8 | CAKI-1 | TK-10
21 | Cc1ccc(-c2cc3nc(C(Cl)Cl)nc(C)n3n2)cc1 | 104 | 102 | 96 | 166
22 | O=C1COc2ccccc2N1 | 110 | 102 | 95 | 101
23 | CC(=O)OC[C@]12CC[C@@H](C(=O)N3CCNCC3)[C@@H]1[C@H]1CC[C@@H]3[C@@]4(C)CC[C@H](OC(C)=O)C(C)(C)[C@@H]4CC[C@@]3(C)[C@]1(C)CC2 | 99 | 97 | 94 | 83
24 | O=[N+]([O-])c1ccc(S(=O)(=O)Nc2ccc(-c3ccccc3)cc2)cc1 | 101 | 98 | 115 | 109
25 | Cc1sc2ccc3ccccc3c2[n+]1C | 108 | 90 | 72 | 152
26 | O=C(Cn1cc(CO)nn1)c1ccc(F)cc1 | 110 | 114 | 104 | 103
27 | CCCNCCOC(=O)c1ccc(N)c(OCCC)c1 | 106 | 105 | 105 | 95
28 | O=CC1(C2(C=O)c3ccccc3-c3ccccc32)c2ccccc2-c2ccccc21 | -41* | -50* | -78* | -80*
29 | O=C(N/N=C/c1ccccc1)C(O)(c1ccccc1)c1ccccc1 | 112 | 110 | 94 | 100
30 | COC(=O)C(Cc1ccccc1)NS(=O)(=O)/N=C1\NC(=O)NC1=C(Cl)Cl (stereo not drawn) | 115 | 102 | 100 | 118

cpd | ACHN | RXF 393 | OVCAR-3 | A498
21 | 87 | 118 | 104 | 132
22 | 108 | 144 | 105 | 102
23 | 91 | 77 | 98 | 73
24 | 98 | 109 | 112 | 93
25 | 101 | 88 | 124 | 85
26 | 106 | 116 | 102 | 110
27 | 105 | 118 | 106 | 76
28 | -79* | -61* | -75* | -84*
29 | 113 | 113 | 113 | 74
30 | 98 | 119 | 110 | x

(more compounds)
cpd | mol | OVCAR-5 | OVCAR-8 | CAKI-1 | TK-10
31 | N#CCNc1ccc(N)cc1 | 94 | 99 | 93 | 81
32 | CN1CCN(Cc2ccc(C(=O)Nc3cccc(C#Cc4cccc5[nH]nc(N)c45)c3)cc2C(F)(F)F)CC1 | -95* | -98* | -88* | -96*
33 | NS(=O)(=O)c1ccc(N2N=C(c3ccc(-c4ccccc4)cc3)CC2c2ccc(Cl)cc2)cc1 (stereo not drawn) | 95 | 78 | 79 | 112
34 | O=C(CCc1nc2sc3c(c2c(=O)[nH]1)CCCC3)Nc1nccs1 | 106 | 108 | 102 | 129
35 | Cc1ccc(S(=O)(=O)n2oc(=O)c(C3CCCCC3)c2N)cc1 | 101 | 94 | 104 | 111
36 | CCCCCCCCC(=O)Nc1ccccc1O | 110 | 106 | x | 113
37 | CCc1cccc(C(C)(C)C)c1NC(=S)N/C=C(/C#N)C(N)=O | 116 | 95 | 98 | 94
38 | Cc1ccc2oc(=O)cc(Cn3cnc4c(NCc5ccco5)ncnc43)c2c1 | 106 | x | 89 | 113
39 | Cn1cc(-c2csc(-c3cn(CCCN4CCOCC4)c4ccccc34)n2)c2cccnc21 | 85 | 83 | 92 | 87
40 | O=C1CNC(=O)c2cc(Cl)ccc2N1 | 102 | 103 | 94 | 98

cpd | ACHN | RXF 393 | OVCAR-3 | A498
31 | 108 | 111 | 111 | 114
32 | -98* | -94* | -47* | -81*
33 | 80 | 73 | 94 | 87
34 | 100 | 109 | 109 | 125
35 | 98 | 126 | 107 | 114
36 | x | 107 | 91 | 93
37 | 99 | 111 | 109 | 77
38 | 88 | 113 | 103 | 102
39 | 94 | 66 | 96 | 55
40 | 107 | 103 | 108 | 109

Nos. 28 to 40 from above:
cpd | mol | OVCAR-5 | OVCAR-8 | CAKI-1 | TK-10
28 | O=CC1(C2(C=O)c3ccccc3-c3ccccc32)c2ccccc2-c2ccccc21 | -41* | -50* | -78* | -80*
29 | O=C(N/N=C/c1ccccc1)C(O)(c1ccccc1)c1ccccc1 | 112 | 110 | 94 | 100
30 | COC(=O)C(Cc1ccccc1)NS(=O)(=O)/N=C1\NC(=O)NC1=C(Cl)Cl (stereo not drawn) | 115 | 102 | 100 | 118
31 | N#CCNc1ccc(N)cc1 | 94 | 99 | 93 | 81
32 | CN1CCN(Cc2ccc(C(=O)Nc3cccc(C#Cc4cccc5[nH]nc(N)c45)c3)cc2C(F)(F)F)CC1 | -95* | -98* | -88* | -96*
33 | NS(=O)(=O)c1ccc(N2N=C(c3ccc(-c4ccccc4)cc3)CC2c2ccc(Cl)cc2)cc1 (stereo not drawn) | 95 | 78 | 79 | 112
34 | O=C(CCc1nc2sc3c(c2c(=O)[nH]1)CCCC3)Nc1nccs1 | 106 | 108 | 102 | 129
35 | Cc1ccc(S(=O)(=O)n2oc(=O)c(C3CCCCC3)c2N)cc1 | 101 | 94 | 104 | 111
36 | CCCCCCCCC(=O)Nc1ccccc1O | 110 | 106 | x | 113
37 | CCc1cccc(C(C)(C)C)c1NC(=S)N/C=C(/C#N)C(N)=O | 116 | 95 | 98 | 94
38 | Cc1ccc2oc(=O)cc(Cn3cnc4c(NCc5ccco5)ncnc43)c2c1 | 106 | x | 89 | 113
39 | Cn1cc(-c2csc(-c3cn(CCCN4CCOCC4)c4ccccc34)n2)c2cccnc21 | 85 | 83 | 92 | 87

cpd | ACHN | RXF 393 | OVCAR-3 | A498
28 | -79* | -61* | -75* | -84*
29 | 113 | 113 | 113 | 74
30 | 98 | 119 | 110 | x
31 | 108 | 111 | 111 | 114
32 | -98* | -94* | -47* | -81*
33 | 80 | 73 | 94 | 87
34 | 100 | 109 | 109 | 125
35 | 98 | 126 | 107 | 114
36 | x | 107 | 91 | 93
37 | 99 | 111 | 109 | 77
38 | 88 | 113 | 103 | 102
39 | 94 | 66 | 96 | 55

cpd | mol | OVCAR-5 | OVCAR-8 | CAKI-1 | TK-10
40 | O=C1CNC(=O)c2cc(Cl)ccc2N1 | 102 | 103 | 94 | 98

cpd | ACHN | RXF 393 | OVCAR-3 | A498
40 | 107 | 103 | 108 | 109

Other compounds
cpd | mol | OVCAR-5 | OVCAR-8 | CAKI-1 | TK-10
41 | COC(=O)C(CSCc1ccccc1)NC(=O)CCNC(=O)OCc1ccccc1 (stereo not drawn) | 106 | 96 | 92 | 113
42 | COc1cc(OC)c2cc(-c3nc(OC)nc(OC)n3)cnc2c1 | 111 | 107 | 98 | 104
43 | Cn1c(=O)[nH]c(=O)c2nc(CC(=O)Nc3ccccc3)c(=O)[nH]c21 | 105 | 103 | 90 | 105
44 | CSc1nc(N)c2[nH]cnc2n1 | 99 | 107 | 101 | 103
45 | CC(=O)Nc1nc(C(=O)N2N=C(C)/C(=C/c3ccc(Cl)cc3)C2=O)cs1 | 110 | 103 | 100 | 123
46 | CC/C(=N\N=C(/CC)c1ccc(Br)cc1)c1ccc(Br)cc1 | 92 | 116 | 99 | 111
47 | Nc1ccccc1-c1nnc(CCC(=O)c2nc3ccccc3[nH]2)o1 | 104 | 97 | 85 | x
48 | CC(=O)OCCN1CCN(C(C)=O)CC1 | 112 | 105 | 98 | 107
49 | O=C1NC(=O)C(Cc2ccc(OCc3ccc(-c4cccc(F)c4)cc3)cc2)S1 (stereo not drawn) | 93 | 82 | 68 | 101
50 | CC(C)C1CCC(C)C(SCCO)C1 (stereo not drawn) | 82 | 97 | 70 | 98

cpd | ACHN | RXF 393 | OVCAR-3 | A498
41 | 96 | 112 | 109 | 94
42 | 93 | 114 | 113 | 89
43 | 101 | 104 | 107 | 105
44 | 112 | 111 | 108 | 96
45 | 108 | x | x | 117
46 | 94 | x | x | 103
47 | 90 | 101 | 116 | 104
48 | 106 | 118 | 123 | 109
49 | 87 | 84 | 87 | 100
50 | 94 | 92 | 102 | 101

The listing continues:
cpd | mol | OVCAR-5 | OVCAR-8 | CAKI-1 | TK-10
51 | COc1ccc(-c2cc(NC(=O)Nc3cccc(C)c3)no2)cc1 | 95 | 102 | 88 | 106
52 | C[C@@H]1O[C@@H](OC[C@H]2OC(Oc3c(-c4ccc(O)c(O)c4)oc4cc(O)cc(O)c4c3=O)[C@H](O)[C@@H](O)[C@@H]2O)[C@H](O)[C@H](O)[C@H]1O (stereo partly drawn) | 104 | 105 | 89 | 114
53 | NS(=O)(=O)c1ccc(C(=O)N2N=C(c3ccccc3)CC2c2ccccc2O)cc1 (stereo not drawn) | 112 | 97 | 77 | 101
54 | Cc1nc(Cl)nc(N)c1[N+](=O)[O-] | 116 | 97 | 44 | 103
55 | Cc1cc(Cl)cc(CN(Cc2ccccc2)Cc2c(O)ccc3ccccc23)c1O | 116 | 99 | x | 110
56 | Brc1c2ccccc2c(Br)c2ccccc12 | 99 | 106 | 96 | 107
57 | O=C(CSc1nnc2n(Cc3ccccc3)c(=O)c3c4c(sc3n12)CCCC4)N1CCN(c2ccccc2)CC1 | 108 | 95 | 94 | 101
58 | CCCCCCCCCCC(CN(C)C)C(=O)c1ccccc1 (stereo not drawn) | 99 | 79 | x | 98
59 | O=[N+]([O-])c1ccc(Br)cc1Nc1ccccc1 | 90 | 97 | x | 93
60 | O=S(=O)(Nc1ccccc1Cl)c1ccc(-c2cnc(C3CC3)o2)cc1 | 38 | 34 | 38 | 62

cpd | ACHN | RXF 393 | OVCAR-3 | A498
51 | 96 | 100 | 107 | 83
52 | 97 | 118 | 105 | 94
53 | 97 | 112 | x | 104
54 | 106 | 102 | 120 | 99
55 | 102 | 109 | 92 | 77
56 | 104 | 93 | 107 | 77
57 | 103 | 108 | 101 | x
58 | x | 68 | 91 | 81
59 | x | 93 | 105 | 101
60 | 50 | -27* | -32* | x

More structures follow.
cpd | mol | OVCAR-5 | OVCAR-8 | CAKI-1 | TK-10
61 | CCN(CC)CCOC(=O)c1ccc(N)cc1O | 111 | 100 | 96 | 105
62 | CC(=O)OC1CCC2(C)C3CCC4(C)C(CCC45OC5(C)OC(C)=O)C3CC3OC32C1 (stereo not drawn) | 111 | 96 | 93 | 123
63 | NC(=O)c1cc(Cl)ccc1NC(=O)/C=C/c1ccccc1 | 55 | 51 | 56 | 45
64 | COc1cc(OC)cc(N2C(=O)N(Cc3ccc(C(C)(C)C)cc3)c3ccccc3S2(=O)=O)c1 | 86 | 96 | x | 98

cpd | ACHN | RXF 393 | OVCAR-3 | A498
61 | 111 | 114 | 99 | 95
62 | 109 | 116 | 109 | 60
63 | 60 | -11* | -30* | 54
64 | 81 | 60 | 92 | 99
